# Screening results as filed in PubChem.
# GSH bead fluor – GSH bead compound fluorescence profile; fluorescence (KMESF) at 10 µM; 190,000 compounds, 0.25% hits; GSH beads flow cytometry, compound fluorescence 488/530 nm; active compounds read high; in the data active = fluorescence above about 89;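 note: glutathione beads carrying GST-tagged Bcl family fusion proteins plus one bare bead set; values are compound well signal with DMSO vehicle wells as background; inactives centre near 16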
# Bcl-2 Bim block – human Bim-Bcl-2 interaction inhibition; Bead-based flow cytometry, Bim peptide-Bcl-2 binding; inhibition, % at 10 µM; 190,000 compounds, 0.06% hits; in the data active = inhibition above about 40%;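 note: 0% = no compound wells with probe peptide and 100% = reference peptide inhibitor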
# RGS8-Gao – regulators of human RGS8-Galphao interaction; P09471; multiplexed bead flow cytometry, RGS8-Galphao binding; actives lie on both sides; response (percent of control binding), % at 10 µM; 220,000 compounds, 0.34% hits; in the data active = response below about 60% or above about 140%; inactive = in between;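 note: Galphao activated as the GDP aluminium fluoride complex binding bead-coupled RGS8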
# Target sequence (P09471 whole entry, looked up): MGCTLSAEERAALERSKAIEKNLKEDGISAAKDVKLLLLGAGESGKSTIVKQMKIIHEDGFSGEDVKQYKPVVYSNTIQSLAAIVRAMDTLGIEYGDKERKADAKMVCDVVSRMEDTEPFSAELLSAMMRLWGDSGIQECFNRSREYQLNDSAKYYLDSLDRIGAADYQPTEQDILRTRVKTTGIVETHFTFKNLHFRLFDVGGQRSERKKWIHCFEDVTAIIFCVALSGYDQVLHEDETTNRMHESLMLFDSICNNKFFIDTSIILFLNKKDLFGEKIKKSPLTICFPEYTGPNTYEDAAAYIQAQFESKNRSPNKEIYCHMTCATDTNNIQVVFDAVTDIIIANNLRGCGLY
# Bim-Bcl-W – inhibitors of Bim-Bcl-W interaction, human | Q92843 | bead-based flow cytometry, Bim peptide-Bcl-W binding | inhibition, % at 10 µM | 190,000 compounds, 0.02% hits | AID 952;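 note: 0% = bound tracer without compound and 100% = peptide blocker; higher means less fluorescent Bim peptide bound to Bcl-W beads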
# Target sequence (Q92843 whole entry, looked up): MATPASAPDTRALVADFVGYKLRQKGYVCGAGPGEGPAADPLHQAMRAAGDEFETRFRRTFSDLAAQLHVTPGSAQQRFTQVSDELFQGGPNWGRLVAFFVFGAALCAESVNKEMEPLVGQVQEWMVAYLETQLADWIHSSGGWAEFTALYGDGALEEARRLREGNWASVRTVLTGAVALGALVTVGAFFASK
# RGS4-Gao reg – human RGS4-Galphao interaction regulation; binding response (% of control), % at 10 µM; 220,000 compounds, 0.33% hits; AID 1415; Multiplexed bead flow cytometry, RGS4-Galphao binding; actives lie on both sides; in the data active = binding response below about 49% or above about 150%; inactive = in between;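 note: fluorescent Galphao activated with aluminum fluoride binding bead-coupled RGS4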
# Bim-Bcl-B – disrupts Bim peptide binding to human Bcl-B. Q9HD36. bead-based flow cytometry. inhibition, % at 10 µM. 190,000 compounds, 0.073% hits;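 note: 0% = tracer peptide without compound and 100% = reference inhibitor peptide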
# Target sequence (Q9HD36 whole entry, looked up): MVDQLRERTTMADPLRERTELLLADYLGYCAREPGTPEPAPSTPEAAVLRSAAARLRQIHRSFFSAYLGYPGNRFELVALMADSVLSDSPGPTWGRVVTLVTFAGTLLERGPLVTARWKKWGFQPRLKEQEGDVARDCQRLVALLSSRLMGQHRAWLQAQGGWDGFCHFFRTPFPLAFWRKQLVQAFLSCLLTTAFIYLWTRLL
# Bim-Bcl-XL – human Bim-Bcl-XL interaction inhibition | Q07817 | Bim peptide-Bcl-XL binding, bead flow cytometry, fluorescence | inhibition, % at 10 µM | 190,000 compounds, 0.04% hits | AID 1007
# Target sequence (Q07817 whole entry, looked up): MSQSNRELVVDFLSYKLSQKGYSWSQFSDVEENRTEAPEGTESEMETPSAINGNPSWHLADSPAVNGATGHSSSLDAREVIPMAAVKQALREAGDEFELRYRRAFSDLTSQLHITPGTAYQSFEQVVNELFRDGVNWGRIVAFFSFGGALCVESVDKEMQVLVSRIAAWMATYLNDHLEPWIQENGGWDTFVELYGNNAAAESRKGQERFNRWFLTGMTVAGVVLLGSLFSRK
# ABCB1 block – blocks JC-1 efflux by human ABCB1 transporter; P08183; CCRF-Adr cells, flow cytometry; inhibition, % at 6.6 µM; 190,000 compounds, 0.067% hits; in the data active = inhibition above about 40%;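 note: 0% = vehicle and 100% = reference inhibitor; higher value means more JC-1 retained so stronger ABCB1 efflux block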
# ABCG2 inh – inhibitors of human ABCG2 transporter, ABCB1 counter-screen. 190,000 compounds, 0.1% hits. IgMXP3 cells, JC-1 efflux, flow cytometry. inhibition, % at 6.6 µM;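 active = inhibition above 80%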;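 note: 0% = DMSO and 100% = nicardipine control wells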
#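 Assay system – ABCG2 IgMXP3 and barcoded ABCB1 CCRF-Adr cell mix · Input – 3 million cells/mL in well · Reagent – JC-1 fluorescent substrate · Compound – single test compound dose, 6.6 µM final · Timing – 10 min exposure at 25 °C with rotation, no wash · Detection – flow cytometry of retained JC-1 fluorescence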
# Bim-Bfl-1 – inhibitors of Bim-Bfl-1 interaction, human; 190,000 compounds, 0.12% hits; inhibition, % at 10 µM; AID 1008; Bead-based flow cytometry, Bim-Bfl-1 binding inhibition; Q16548;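 note: 0% = wells without compound plus tracer and 100% = blocker peptide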
# RGS7-Gao – human RGS7-Galphao interaction regulation; P09471; 220,000 compounds, 0.35% hits; binding response (% of control), % at 10 µM; AID 1439; Multiplexed bead flow cytometry, RGS7-Galphao binding; actives lie on both sides; in the data active = binding response below about 49% or above about 150%;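 note: fluorescent Galphao held in activated GDP-AlF4 state binding bead-coupled RGS7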
# Numbers without * were called inactive. Cut-off read from the data, not from the text of the source, unless noted: active = inhibition above about 40%.
SMILES,GSH bead fluor,Bcl-2 Bim block,RGS8-Gao,Bim-Bcl-W,RGS4-Gao reg,Bim-Bcl-B,Bim-Bcl-XL,ABCB1 block,ABCG2 inh,Bim-Bfl-1,RGS7-Gao
CCN(CC)CCCNC1=C(Cl)C(=O)c2ccccc2C1=O,20,-2.0,98.0,1.0,96.9,-6.0,-3.0,0.4,1.3,0.0,96.7
Cc1nc2ccc(NC(=O)Cc3ccsc3)cc2s1,23,-7.0,101.2,0.0,98.2,-7.0,-5.0,0.7,26.9,-17.0,100.0
Cc1c(NC(=O)CSc2nc(-c3ccco3)cc(C(F)(F)F)n2)c(=O)n(-c2ccccc2)n1C,18,0.0,99.7,0.0,100.7,-1.0,0.0,0.6,1.4,1.0,99.3
O=C(O)c1ccnc(Cl)c1,7,-1.0,98.6,-2.0,97.4,-6.0,-4.0,15.1,29.4,-1.0,97.5
CCOC(=O)CCNCc1ccc(F)cc1,20,2.0,112.3,-4.0,100.7,0.0,-5.0,0.1,1.7,-11.0,113.7
Cc1ccc(S(=O)(=O)NC2=C(N3CCN(c4ccccc4F)CC3)C(=O)c3ccccc3C2=O)cc1,29,-11.0,103.9,1.0,102.3,-5.0,-10.0,1.2,0.6,-11.0,101.2
CCn1cc(CNC(=O)/C=C/c2cnn(C)c2)c(C)n1,10,0.0,101.3,0.0,101.3,-3.0,0.0,0.2,0.3,0.0,100.4
CC(=O)CC(=O)Nc1ccc(Cl)cn1,16,-4.0,131.6,3.0,111.5,-12.0,-2.0,1.4,2.4,0.0,122.1
Cc1ccccc1C(=O)NNC(=S)Nc1cccc(C(F)(F)F)c1,11,0.0,104.0,-1.0,105.0,-6.0,-5.0,-1.3,-3.3,2.0,97.9
NC(=O)c1ccc(N2CCN(c3ccc(O)cc3)CC2)c([N+](=O)[O-])c1,14,-1.0,98.7,10.0,102.3,-1.0,1.0,1.0,17.8,11.0,97.5
COc1cc(CN2CCC(C(=O)NC3CCCC3)CC2)cc(Br)c1O,35,-9.0,100.3,-1.0,100.8,-5.0,-2.0,-2.0,-2.3,-12.0,101.4
COc1ccc(N=C2NC(=O)/C(=C\C=C\c3ccco3)S2)cc1,11,11.0,96.3,5.0,95.7,-4.0,3.0,-0.8,-1.9,17.0,97.7
O=C1CSC(c2cn(-c3ccccc3)nc2-c2cc3ccccc3oc2=O)N1Cc1cccnc1 (stereo not given),24,-4.0,102.1,-1.0,103.0,0.0,-1.0,1.1,0.9,-2.0,102.0
CCn1nnc(NC(=O)c2c(OC)cccc2OC)n1,21,-11.0,103.0,0.0,103.9,-6.0,-6.0,0.8,8.0,-14.0,100.4
O=C(O)c1ccc(Cn2c(SCc3cc(=O)n4cc(Br)ccc4n3)nc3ccsc3c2=O)cc1,10,-5.0,102.9,0.0,100.3,-1.0,-2.0,-0.8,-1.3,-9.0,96.8
Cc1cc(NS(=O)(=O)c2ccc(NC(=O)NC3CCCCC3)cc2)no1,31,-8.0,95.3,-2.0,100.4,-8.0,-4.0,0.6,1.7,-10.0,98.3
Fc1cccc(Nc2ncnc3sc4c(c23)CCC4)c1,10,-2.0,103.1,-3.0,103.4,-7.0,-3.0,-1.1,24.9,0.0,103.3
Cc1nc(NS(=O)(=O)c2ccccc2)sc1C(=O)NN,13,-5.0,102.4,-1.0,97.7,-4.0,0.0,1.2,3.6,-7.0,100.4
CCCCCc1ccc(-c2ccc(/C=C/C(N)=O)cc2)nc1,17,3.0,100.8,13.0,105.5,13.0,18.0,0.0,5.8,12.0,103.8
O=C(Nc1ccccc1F)c1ccccc1-c1ccc(C(F)(F)F)cc1,7,0.0,103.8,-2.0,106.5,-4.0,0.0,0.3,-0.9,0.0,104.5
COc1ccc(N2CCN(c3oc(COc4ccc(Cl)cc4Cl)nc3C#N)CC2)cc1,12,-11.0,96.3,-1.0,94.4,-4.0,-6.0,0.8,10.4,-7.0,89.9
Cc1c(C(=O)Nc2ccc(F)cc2)nnn1-c1cccc(C(F)(F)F)c1,14,-2.0,97.2,-2.0,98.4,-3.0,-4.0,-0.8,7.7,-5.0,98.5
Cn1c(=O)c2c(nc(N/N=C/c3ccc(OC(=O)c4ccco4)cc3)n2Cc2ccccc2Cl)n(C)c1=O,4,-4.0,105.2,-4.0,103.1,-16.0,-2.0,1.0,2.9,0.0,102.7
Cc1cccc(N2Cc3ccccc3C2=NC(=O)c2ccc(Cl)nc2)c1,8,3.0,100.7,0.0,98.4,0.0,1.0,0.8,-4.7,0.0,102.2
O=C(Nc1cc(Cl)ccc1O)c1cc2n(n1)C(C(F)(F)F)CC(c1ccc3c(c1)OCO3)N2 (stereo not given),30,-4.0,99.7,2.0,99.3,3.0,0.0,-0.2,3.9,1.0,99.7
O=C(N/N=C1/CC2C=CCC12)c1ccco1 (stereo not given),7,0.0,98.4,0.0,100.4,-4.0,-1.0,-0.1,-0.7,-1.0,104.2
CCC(CC)C(=O)Nc1cccc(SC)c1,10,7.0,84.2,19.0,93.7,2.0,6.0,0.2,2.0,4.0,89.4
COc1ccc(C2Nc3ccccc3C(=O)N2c2ccc(C)cc2)cc1Cn1cc([N+](=O)[O-])cn1 (stereo not given),10,-1.0,90.8,0.0,85.8,-1.0,0.0,10.4,9.8,-1.0,86.6
O=C(O)c1ccccc1NS(=O)(=O)c1ccc2c3c(cccc13)C(=O)N2,19,1.0,103.7,-3.0,114.2,-5.0,0.0,0.8,1.2,0.0,132.8
O=C(NC(C(=O)c1ccccc1)N1CCOCC1)c1ccccc1 (stereo not given),26,-2.0,105.3,2.0,99.3,5.0,1.0,0.3,4.7,2.0,98.4
CCCCn1c(NCCN(C)C)nc2c1c(=O)[nH]c(=O)n2C,27,-10.0,99.4,-3.0,100.5,-11.0,-10.0,0.1,13.9,-23.0,99.8
CCOC(=O)c1cnn(CC2CCCCC2)c1N,8,-3.0,100.9,-1.0,101.6,-2.0,-5.0,0.6,2.8,-4.0,103.2
CC(=O)Oc1ccc2c(=O)c(-c3ccccc3)c(C)oc2c1,13,3.0,103.6,1.0,93.7,-4.0,0.0,0.3,2.3,1.0,102.2
CCOc1ccc2[nH]c(=O)c(C(c3nnnn3Cc3ccco3)N3CCC(C)CC3)cc2c1 (stereo not given),13,4.0,93.8,1.0,99.5,-3.0,0.0,1.2,2.6,9.0,97.2
CN(C)C(=O)Cn1c(=O)n(C)c2ccccc21,21,-2.0,99.0,0.0,99.7,0.0,1.0,0.4,0.7,-2.0,98.8
Cc1nc2ccc(NC(=O)/C=C/C(=O)O)cc2nc1C,23,2.0,101.5,2.0,99.9,-8.0,0.0,0.1,2.7,0.0,100.2
CC(C)OC(=O)CSc1nnc(-c2cccnc2)n1N,30,2.0,100.3,-1.0,100.8,-1.0,0.0,-0.1,0.4,-2.0,98.4
CCCCCC1CC(=O)N(Cc2ccccc2)C(=O)N1 (stereo not given),76,-3.0,96.5,0.0,97.3,-1.0,-1.0,-0.2,-0.2,-8.0,98.7
Cc1cccc(C(=O)N[C@H](C(=O)OCc2cc(=O)n3c(n2)sc2ccccc23)C(C)C)c1,8,11.0,115.1,5.0,103.2,6.0,13.0,2.3,1.9,13.0,111.1
CC(C)(O)P(C)(=O)c1ccccc1 (stereo not given),65,-4.0,96.6,1.0,101.5,1.0,-7.0,0.2,0.3,-1.0,98.5
Cc1cc2ccccn2c1C(=O)c1cccc([N+](=O)[O-])c1,12,-5.0,103.8,0.0,101.0,-9.0,-3.0,0.7,2.8,-8.0,99.8
C=CCNC(=O)c1c(-c2c(F)cccc2Cl)noc1C,63,-12.0,104.3,0.0,108.9,-9.0,1.0,0.3,1.1,-10.0,102.6
COc1cc([N+](=O)[O-])ccc1NC(=O)C[n+]1ccccc1C,12,-2.0,100.8,-3.0,100.3,0.0,-3.0,0.1,0.4,-1.0,96.6
COCCNC(=O)NC(=O)COC(=O)Cc1ccc2c(c1)OCCO2,28,-10.0,100.0,-2.0,99.6,-8.0,-9.0,-0.5,0.2,-18.0,97.6
COC(=O)c1cccc(N(C(=O)c2ccco2)C(C(=O)NC2CCCC2)c2ccco2)c1 (stereo not given),13,-2.0,96.6,-5.0,100.5,0.0,-4.0,1.2,2.0,0.0,101.0
O=C(c1ccc(N2CCCCC2)c([N+](=O)[O-])c1)N(c1ccccn1)c1ccccn1,8,1.0,88.9,0.0,96.3,0.0,0.0,1.0,7.9,5.0,93.8
Cn1c(C(F)(F)F)nc2c(=O)oc3ccccc3c21,34,-7.0,106.7,0.0,106.7,-5.0,-6.0,0.3,65.9,-17.0,102.8
CCOC(=O)c1[nH]c(C)c(/C(O)=C2\C(=O)C(=O)N(CCCN3CCOCC3)C2c2cccnc2)c1C (stereo not given),18,0.0,96.7,0.0,93.2,0.0,0.0,0.0,0.5,1.0,94.9
CCCCCCCC(=O)NNC(=O)c1c(O)c2ccccc2n(CC)c1=O,9,0.0,102.3,0.0,104.0,3.0,-1.0,0.4,1.4,-1.0,97.4
COc1ccc(CCNc2ccncn2)cc1,14,-1.0,99.9,-3.0,99.1,0.0,0.0,-0.4,-1.0,0.0,96.4
CCS(=O)(=O)N1CCC(C(=O)NC2CCCCCCC2)CC1,31,-8.0,99.9,-3.0,98.6,-7.0,-7.0,-2.1,0.5,-18.0,100.1
C=CCn1c(COc2ccccc2)nnc1SCC(=O)N/N=C/c1cc(Cl)ccc1O,12,-1.0,99.2,-3.0,105.2,0.0,-3.0,1.0,3.5,-1.0,102.3
CN1c2ccccc2-c2nc3ccccc3n2C1c1ccccn1 (stereo not given),11,-6.0,104.7,3.0,109.7,-3.0,0.0,0.8,1.6,-10.0,107.3
Cc1c(NC(=O)C2CCCN(S(=O)(=O)c3cnc[nH]3)C2)c(=O)n(-c2ccccc2)n1C (stereo not given),13,1.0,102.5,0.0,100.8,-4.0,-1.0,0.1,-0.5,-5.0,101.3
COc1cc(OC)c(OC)cc1/C=N/NC(=O)c1cnccn1,19,-4.0,101.1,-7.0,93.9,-5.0,-1.0,0.5,4.3,-16.0,97.0

# Only Bim-Bfl-1 and Bcl-2 Bim block (four entries from above):
SMILES,Bim-Bfl-1,Bcl-2 Bim block
CN1c2ccccc2-c2nc3ccccc3n2C1c1ccccn1 (stereo not given),-10.0,-6.0
Cn1c(C(F)(F)F)nc2c(=O)oc3ccccc3c21,-17.0,-7.0
CCS(=O)(=O)N1CCC(C(=O)NC2CCCCCCC2)CC1,-18.0,-8.0
CCOC(=O)c1[nH]c(C)c(/C(O)=C2\C(=O)C(=O)N(CCCN3CCOCC3)C2c2cccnc2)c1C (stereo not given),1.0,0.0
